Rhodamine autofl = compound autofluorescence in rhodamine spectral region; Rhodamine-region fluorescence, 547/598 nm, Tris buffer; hits give high values; max dye-equivalent concentration, M; 59,000 tested, 0.05% active; in the data active = max dye-equivalent concentration above about 11 nM; inconclusive = between about 1.1 nM and that limit
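A six-point rhodamine series on each plate calibrates the signal. Compounds sit in 100 mM Tris (pH 8.0) for 15 min at ambient temperature before imaging through 547 nm/598 nm filters.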
Caspase-7 inhib = allosteric or competitive inhibitors of human caspase-7; P55210; recombinant caspase-7, Ac-DEVD-AFC fluorescence rate; Potency, µM (titrated, usually from 57.5 µM), without a hit: at the highest dose activity change, negative = inhibition, usual class: inhibitors; 75,000 tested, 0.02% active; AID 889; active = well fitted inhibition curve with a large enough effect in the main read-out, with a control signal flat, not every such curve was filed as active; inconclusive = small, poorly fitted or top-dose-only effect, or a change in a side signal; also: potency is read from the fitted curve at half-maximal effect; % of control where 0% means no effect
Target sequence (P55210 24-198 limits assumed): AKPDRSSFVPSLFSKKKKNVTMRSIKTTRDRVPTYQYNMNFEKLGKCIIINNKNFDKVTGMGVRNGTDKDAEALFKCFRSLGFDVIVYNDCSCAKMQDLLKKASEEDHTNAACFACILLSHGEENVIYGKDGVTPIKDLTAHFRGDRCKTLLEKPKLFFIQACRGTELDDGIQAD
Target sequence (P55210 207-303 limits assumed): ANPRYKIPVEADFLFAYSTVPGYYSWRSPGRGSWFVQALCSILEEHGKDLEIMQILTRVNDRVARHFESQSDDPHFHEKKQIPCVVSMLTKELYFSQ
HEK293 cAMP cs = counter-screen for TSHR agonists: cAMP increase in parental HEK293; parental HEK293 CNG cAMP sensor, membrane potential fluorescence; Potency, µM (series often up to 57.1 µM), inactives show at the top dose activation, actives largely listed as activators; 73,000 tested, 2.5% active; AID 938; also: potency is read from the fitted curve at half-maximal effect; % of control where 0% means no effect; nearly all actives have a fitted effect of over 55% in size
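Parental HEK 293 cells stably expressing a modified CNG channel (no TSHR) report cAMP rise as membrane depolarization. Membrane potential dye with 100 uM RO 20-1724 was loaded for 60 min at room temperature, then compound added for 30 min; fluorescence read at 590 nm.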
Tau fil binding = binds recombinant human tau filaments; P10636; recombinant tau filaments, thioflavin S fluorescence, 15 h; filaments grown with octadecylsulfate alongside compound; Potency, µM (highest dose often 57.1 µM), for the others: at the highest dose activity change, negative = inhibition; 71,000 tested, 2% active; AID 596;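 also: potency is read from the fitted curve at half-maximal effect; % is scaled to controls: 0 for no effect and ±100 for the full control effect; actives lower thioflavin S fluorescence by blocking filaments or displacing dye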
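Recombinant tau protein (human, 1 uM final) plus 30 uM ODS in HEPES pH 7.4 with NaCl, DTT and thioflavine S. Compound present from the start; fluorescence at 510 nm after 15 h, 37 C.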
Pol III holo inh = blocks replication by bacterial DNA polymerase III holoenzyme | reconstituted DNA polymerase III holoenzyme replication, biochemical | Potency, µM (doses to about 57.1 µM), for inactives: at the top dose activity change, negative = inhibition | 71,000 tested, 0.25% active; also: potency is read from the fitted curve at half-maximal effect; % is scaled to controls: 0 for no effect and ±100 for the full control effect
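Reconstituted *E. coli* holoenzyme (0.35 nM Pol III, 1 nM beta, 154 nM SSB, 2 nM primase) was preincubated with compound for 15 min at RT. Synthesis on 1.4 nM ssM13Gori ran 35 min, then was stopped with PicoGreen/EDTA and read as dsDNA fluorescence.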
BRCT PPI red = BRCT-phosphoprotein interaction inhibition (red fluorophore). Potency, µM (titrated, usually from 76.9 µM), without a hit: top-dose activity change, negative = inhibition, usual class: inhibitors. AID 892. BRCT-phosphopeptide binding, red fluorescence polarization. 75,000 tested, 0.03% active; also: % is scaled to controls: 0 for no effect and ±100 for the full control effect
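Rhodamine-labelled pBACH1 10-mer (100 nM) bound to BRCT domain (100 nM) at pH 7.3; compounds incubated 12 min room temperature, polarization read. Free peptide defines full inhibition; unlabelled decapeptide titrated as control.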
BRCT inh green = blocks human BRCA1 BRCT binding to phosphopeptide, green readout. P38398. BRCA1 BRCT-phosphopeptide binding, green fluorescence polarization. Potency, µM (series often up to 76.9 µM), for inactives: at the top dose activity change, negative = inhibition, usual class: inhibitors. 75,000 tested, 0.05% active;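 also: potency is read from the fitted curve at half-maximal effect; plate controls were peptide without protein for full effect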
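Fluorescence polarization: His-tagged BRCT (~35 kDa BRCA1 C-terminus, 250 nM) bound to 100 nM fluorescein-labeled phosphorylated 10-aa BACH1 peptide, pH 7.3 phosphate buffer with DTT and Tween 20. Compounds incubated 12 min at room temperature; inhibition read as lowered polarization.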
USP2a inhib = blocks human ubiquitin-specific protease USP2a; O75604; USP2a enzymatic assay, qHTS inhibition; Potency, µM (top dose mostly 38.3 µM), inactives show at the top dose activity change, negative = inhibition, hits mostly inhibitors; 60,000 tested, 0.1% active;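 also: potency is read from the fitted curve at half-maximal effect; nearly all actives have a fitted effect of over 60% in size; plate controls were DMSO for no effect and NEM full inhibition control for full effect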
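USP2 core (20 nM final) was preincubated with compound for 30 min at RT in 20 mM Tris-HCl pH 8.0, 2 mM CaCl2, 2 mM beta-mercaptoethanol; Ub-PLA2 (20 nM) plus NBD C6-HPC (20 uM) then added, fluorescence read after 2.5 h.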
HADH2 inhib = HADH2 (human) dehydrogenase inhibition | recombinant HADH2, NADH fluorescence, beta-hydroxybutyryl-CoA | Potency, µM (series often up to 57.1 µM), without a hit: at the top dose activity change, negative = inhibition, actives largely listed as inhibitors | 73,000 tested, 3.4% active | AID 886; also: potency is read from the fitted curve at half-maximal effect; % is scaled to controls: 0 for no effect and ±100 for the full control effect; nearly all actives have a fitted effect of over 60% in size; many of its hits are not listed in these tables
Target sequence (Q99714 whole entry, looked up, one chain of several): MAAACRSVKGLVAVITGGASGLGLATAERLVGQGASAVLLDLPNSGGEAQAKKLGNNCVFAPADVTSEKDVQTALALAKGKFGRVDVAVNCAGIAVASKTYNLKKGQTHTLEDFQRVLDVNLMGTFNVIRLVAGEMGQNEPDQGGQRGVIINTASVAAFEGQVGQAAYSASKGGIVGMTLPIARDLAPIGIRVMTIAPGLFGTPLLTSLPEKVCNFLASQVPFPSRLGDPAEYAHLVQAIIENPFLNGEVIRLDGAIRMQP
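20 nM HADH2 + cpd, 15 min RT; add 1 mM NAD+/90 uM beta-hydroxybutyryl-CoA; kinetic fluorescence 360/450 nm, 4 min. Tris-HCl pH 9.0, 0.01% Tween-20.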
15-hLO inh = inhibitors of human 15-lipoxygenase (ALOX15); P16050; purified 15hLO-1, xylenol orange hydroperoxide absorbance; Potency, µM (titrated, usually from 57.1 µM), for the others: at the top dose activity change, negative = inhibition, actives largely listed as inhibitors; 74,000 tested, 1.4% active; AID 887; also: potency is read from the fitted curve at half-maximal effect; % is scaled to controls: 0 for no effect and ±100 for the full control effect; nearly all actives have a fitted effect of over 55% in size
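Quantitative HTS in 25 mM Hepes pH 7.5 containing 0.01% Triton X-100: human 15hLO-1 at 40 nM, arachidonic acid at 50 uM, 6 min turnover. Product quantified via ferrous oxidation/xylenol orange, 573:405 nm absorbance ratio.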
Caspase-1 inhib = blocks human caspase-1 allosterically or competitively; P29466; Caspase-1 enzyme, Ac-WEHD-AFC fluorogenic rate; Potency, µM (series often up to 57.5 µM), for the others: at the top dose activity change, negative = inhibition, hits mostly inhibitors; 75,000 tested, 0.03% active; AID 900;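 also: potency is read from the fitted curve at half-maximal effect; plate controls were vehicle for no effect and no substrate for full effect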
Target sequence (P29466 120-297 limits assumed): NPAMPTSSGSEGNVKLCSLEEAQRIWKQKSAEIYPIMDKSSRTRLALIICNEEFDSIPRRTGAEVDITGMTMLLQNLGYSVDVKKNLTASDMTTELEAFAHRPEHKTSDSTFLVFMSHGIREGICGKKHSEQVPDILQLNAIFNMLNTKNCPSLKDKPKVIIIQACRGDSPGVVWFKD
Target sequence (P29466 317-404 limits assumed): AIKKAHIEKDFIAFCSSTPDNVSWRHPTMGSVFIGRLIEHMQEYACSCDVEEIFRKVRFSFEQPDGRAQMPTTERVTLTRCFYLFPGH
Numbers without * were called inactive; [ ] = remark or other dose. Unless noted, calls follow the shape of the dose curve; as a rule, active = well fitted curve in the direction sought with a large enough effect; inconclusive = small, poorly fitted or top-dose-only effect, or another doubt; inactive = no such curve, though single readings can be large; an effect the other way counts as inactive or inconclusive. Some of the compounds tested, so the mix of outcomes need not match the whole.

What do the screens show for `CC1(C)CCC(NC(=O)[C@H](N)CCC(=O)O)CC1`?
Rhodamine autofl: inactive; Caspase-7 inhib: 1%; HEK293 cAMP cs: 4%; Tau fil binding: -7%; Pol III holo inh: 2%; BRCT PPI red: -1.9%; BRCT inh green: -1.8%; USP2a inhib: -2%; HADH2 inhib: 14%; 15-hLO inh: 4%; Caspase-1 inhib: 0%

How did COn1cnnc1-c1ccccc1 do in these assays?
Rhodamine autofl: inactive; Caspase-7 inhib: -2%; HEK293 cAMP cs: -4%; Tau fil binding: -5%; Pol III holo inh: -1%; BRCT PPI red: -0.1%; BRCT inh green: -0.4%; USP2a inhib: 0%; HADH2 inhib: -11%; 15-hLO inh: -5%; Caspase-1 inhib: -1%

How did CCOc1ccccc1NC(=O)CCN1CCN(S(=O)(=O)c2ccc(OC)cc2)CC1 do in these assays?
Rhodamine autofl: inactive; Caspase-7 inhib: 2%; HEK293 cAMP cs: 13%; Tau fil binding: 25%; Pol III holo inh: -11%; BRCT PPI red: -0.3%; BRCT inh green: -6.3%; USP2a inhib: -4%; HADH2 inhib: -3%; 15-hLO inh: -5%; Caspase-1 inhib: 0%

What do the screens show for `COc1ccc(/C(N)=C/C(=O)C(C)(C)C)cc1`?
Caspase-7 inhib: -1%; HEK293 cAMP cs: 6%; Tau fil binding: -13%; Pol III holo inh: -1%; BRCT PPI red: 0.3%; BRCT inh green: -1.6%; USP2a inhib: 5%; HADH2 inhib: inconclusive; 15-hLO inh: -2%; Caspase-1 inhib: -1%

How did Cc1ccc(N2CC(C(=O)Nc3cccc(F)c3)CC2=O)cc1 (stereo not drawn) do in these assays?
Caspase-7 inhib: 0%; HEK293 cAMP cs: 19%; Tau fil binding: 2%; Pol III holo inh: 1%; BRCT PPI red: -0.2%; BRCT inh green: -2.5%; USP2a inhib: 0%; HADH2 inhib: -6%; 15-hLO inh: -18%; Caspase-1 inhib: -1%

How did NC(=O)SC/C(=N\S(=O)(=O)c1ccccc1)Nc1ccccc1 do in these assays?
Rhodamine autofl: inactive; Caspase-7 inhib: -6%; HEK293 cAMP cs: -7%; Tau fil binding: -2%; Pol III holo inh: 1%; BRCT PPI red: -0.2%; BRCT inh green: -0.1%; USP2a inhib: 0%; HADH2 inhib: 3%; 15-hLO inh: 6%; Caspase-1 inhib: 1%

Results for C=CCn1c(SCC(=O)Nc2cc(NC(C)=O)ccc2OC)nnc1-c1ccccn1 ?
Rhodamine autofl: inactive; Caspase-7 inhib: -2%; HEK293 cAMP cs: -5%; Tau fil binding: -6%; Pol III holo inh: -4%; BRCT PPI red: -0.6%; BRCT inh green: 1.6%; USP2a inhib: 6%; HADH2 inhib: 2%; 15-hLO inh: 8%; Caspase-1 inhib: 3%

How did O=c1cc(N2CCC(Cc3ccccc3)CC2)[nH]c(=O)n1C1CCCCC1 do in these assays?
Rhodamine autofl: inactive; Caspase-7 inhib: 0%; HEK293 cAMP cs: 3%; Tau fil binding: 10%; Pol III holo inh: -2%; BRCT PPI red: -0.4%; BRCT inh green: 0.1%; USP2a inhib: 17%; HADH2 inhib: 7%; 15-hLO inh: 3%; Caspase-1 inhib: 1%

What do the screens show for `Cc1cc(C)n(/N=C/c2cccc(O)c2)c(=O)c1C(N)=O`?
Caspase-7 inhib: -1%; HEK293 cAMP cs: -6%; Tau fil binding: -14%; Pol III holo inh: -4%; BRCT PPI red: -2.6%; BRCT inh green: -3.3%; USP2a inhib: 0%; HADH2 inhib: -8%; 15-hLO inh: 8%; Caspase-1 inhib: -1%

What do the screens show for `COc1ccc(OC)c(Nc2nc(-c3sc(N)nc3C)cs2)c1`?
Rhodamine autofl: inactive; Caspase-7 inhib: -2%; HEK293 cAMP cs: -7%; Tau fil binding: 10µM*; Pol III holo inh: -5%; BRCT PPI red: -0.2%; BRCT inh green: 2.4%; USP2a inhib: 25%; HADH2 inhib: inconclusive; 15-hLO inh: -2%; Caspase-1 inhib: -3%

Results for NC(=O)C1(N2CCCCC2)CCN(S(=O)(=O)c2cc(Cl)ccc2Cl)CC1 ?
Caspase-7 inhib: -1%; HEK293 cAMP cs: 10%; Tau fil binding: -6%; Pol III holo inh: 0%; BRCT PPI red: 0.3%; BRCT inh green: -0.9%; HADH2 inhib: -4%; 15-hLO inh: -3%; Caspase-1 inhib: 0%

What do the screens show for `O=C(COc1ncnc2ccccc12)NCCCN1CCCC1=O`?
Rhodamine autofl: inactive; Caspase-7 inhib: 1%; HEK293 cAMP cs: 4%; Tau fil binding: -2%; Pol III holo inh: 1%; BRCT PPI red: 3.5%; BRCT inh green: -1.9%; USP2a inhib: 0%; HADH2 inhib: -2%; 15-hLO inh: -8%; Caspase-1 inhib: -2%

What do the screens show for `Cc1nn(Cc2ccccc2Cl)c(C)c1NC(=O)C1C2CCC(O2)C1C(=O)O` (stereo not drawn)?
Rhodamine autofl: inactive; Caspase-7 inhib: 0%; HEK293 cAMP cs: 12%; Tau fil binding: -4%; Pol III holo inh: 3%; BRCT PPI red: 0.7%; BRCT inh green: -1.8%; USP2a inhib: -9%; HADH2 inhib: 5%; 15-hLO inh: 5%; Caspase-1 inhib: 0%

Results for CCn1c(CCCc2nc3c([nH]2)c(=O)n(C)c(=O)n3C)nc2c1c(=O)n(C)c(=O)n2C ?
Rhodamine autofl: inactive; Caspase-7 inhib: -2%[11.5 µM]; HEK293 cAMP cs: -4%[11.4 µM]; Tau fil binding: 2%[11.4 µM]; Pol III holo inh: -7%[11.4 µM]; BRCT PPI red: 1.2%[15.4 µM]; BRCT inh green: -1.1%[15.4 µM]; HADH2 inhib: -2%[11.4 µM]; 15-hLO inh: inconclusive; Caspase-1 inhib: 6%[11.5 µM]

Results for Cc1[nH]c2ccccc2c1NC(=O)CN1CCN(c2cccc(C(F)(F)F)c2)CC1 ?
Rhodamine autofl: inactive; Caspase-7 inhib: -7%; HEK293 cAMP cs: -22%; Tau fil binding: 5%; Pol III holo inh: -3%; BRCT PPI red: 0.9%; BRCT inh green: 0.8%; USP2a inhib: 22%; HADH2 inhib: 1%; 15-hLO inh: -19%; Caspase-1 inhib: -6%

What do the screens show for `Cc1cc(C#N)c(C)n1-c1cc(C(F)(F)F)ccc1N1CCOCC1`?
Rhodamine autofl: inactive; Caspase-7 inhib: -4%; HEK293 cAMP cs: 13µM*; Tau fil binding: -10%; Pol III holo inh: -2%; BRCT PPI red: -1.2%; BRCT inh green: -0.5%; USP2a inhib: 16%; HADH2 inhib: 3%; 15-hLO inh: -8%; Caspase-1 inhib: -4%

Results for COC(=O)CN1C(=O)C2(C(C#N)=C(N)Oc3cc(C)oc(=O)c32)c2ccccc21 (stereo not drawn) ?
Rhodamine autofl: inactive; Caspase-7 inhib: 0%; HEK293 cAMP cs: -5%; Tau fil binding: -4%; Pol III holo inh: -2%; BRCT PPI red: 0.7%; BRCT inh green: -0.1%; USP2a inhib: -9%; HADH2 inhib: -4%; 15-hLO inh: 0%; Caspase-1 inhib: 3%

What do the screens show for `CC(C)c1cc(C(=O)Nc2cc(Cl)ccc2O)no1`?
Rhodamine autofl: inactive; Caspase-7 inhib: 0%; HEK293 cAMP cs: 22%; Tau fil binding: inconclusive; Pol III holo inh: -6%; BRCT PPI red: -1.1%; BRCT inh green: 0.7%; USP2a inhib: -8%; HADH2 inhib: -1%; 15-hLO inh: -19%; Caspase-1 inhib: 0%

Results for O=c1c2ccccc2nc(COc2ccccc2)n1/N=C/c1ccco1 ?
Rhodamine autofl: inactive; Caspase-7 inhib: 0%; HEK293 cAMP cs: 9%; Tau fil binding: 0%; Pol III holo inh: -5%; BRCT PPI red: -0.5%; BRCT inh green: -2.0%; USP2a inhib: -5%; HADH2 inhib: -4%; 15-hLO inh: -4%; Caspase-1 inhib: -2%

Assay outcomes (PubChem)
